Compound activity: PubChem, Broad Institute
PAX8 reporter – lowers PAX8-driven luciferase in RMG-I cells | RMG-I TPO-luciferase reporter, SteadyGlo, 24 h | inhibition, % at 12.6 µM | 1.2% of 360,000 active | AID 652154;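 active = mean replicate inhibition at least 60% with every replicate also reaching 60%; inconclusive = only one of the two criteria is met; inactive = mean below 60% and not all replicates reaching 60%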;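 note: luciferase light reporting Pax8 driven TPO promoter activity; plate controls were median of neutral control wells for no effect and mitoxantrone controls for full effect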
Casp6 inh – blocks human caspase-6 cleavage activity; P55212; purified caspase-6, Z-VEID-R110 cleavage fluorescence; inhibition, % at 12.5 µM; 0.53% of 350,000 active; AID 686996;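 active = mean inhibition across replicates at least about 35%, with every replicate also reaching that limit, limit read from the data; inconclusive = only one of the two criteria met; inactive = neither criterion met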;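 note: 0% = median of neutral control wells and 100% = no fluorescence left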
Target sequence (P55212 24-179 limits assumed): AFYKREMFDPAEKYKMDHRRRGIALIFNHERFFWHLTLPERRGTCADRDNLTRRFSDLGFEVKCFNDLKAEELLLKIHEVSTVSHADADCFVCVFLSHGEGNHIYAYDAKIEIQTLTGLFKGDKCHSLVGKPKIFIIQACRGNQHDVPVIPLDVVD
Target sequence (P55212 194-293 limits assumed): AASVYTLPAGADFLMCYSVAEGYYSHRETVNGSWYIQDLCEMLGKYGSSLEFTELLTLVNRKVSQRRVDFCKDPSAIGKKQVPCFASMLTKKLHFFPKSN
DENV2 CPE rescue – protects cells from dengue virus 2 cytopathic effect; DENV2-infected cells, cytopathic effect rescue, plate reader; CPE inhibition, % at 9.99 µM; 1.7% of 350,000 active; AID 651640; in the data active = CPE inhibition above about 20%, passing the limit was not always enough; inconclusive = no clear call, values can overlap the other calls; tested in BHK-21 cells;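 note: 0% = median of neutral control wells and 100% = median of positive control wells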
EWS-Fli block – blocks EWS/Fli oncoprotein-driven transcription. 0.67% of 350,000 active. inhibition, % at 12.6 µM. A673 NR0B1-luciferase reporter, viability-normalised;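 active = mean inhibition of at least 50% after viability correction, with every replicate also passing that limit; inconclusive = mean reaches 50% but only one of two replicates passes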;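 note: firefly luciferase signal divided by Alamar Blue viability fluorescence both relative to DMSO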
ARNT TACC3 PPI – disrupts binding between human ARNT and TACC3. AlphaScreen His-ARNT PAS-B/GST-TACC3 binding, luminescence; TACC3 fragment carries E629A point mutation. inhibition, % at 9.99 µM. 0.66% of 390,000 active. AID 623870;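 active = mean inhibition of replicates at least 50% and at least half of replicates each reaching 50%; inconclusive = half or more replicates reach 50% but mean below 50%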;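 note: 0% = complete ARNT plus TACC3 wells and 100% = ARNT alone without TACC3; many hits fall short of the cut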
LGR2 inh – blocks bursicon-induced cAMP signaling via Drosophila LGR2; HEK293 LGR2, CRE-luciferase, bursicon-stimulated, 4 h; inhibition, % at 9.99 µM; 0.35% of 380,000 active; AID 720647;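 active = drop in luminescence signal, shown as inhibition above about 50% in the replicate tests, limit read from the data, passing the limit was not always enough; inconclusive = probably only some replicates passing the limit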;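 note: agonist challenge used bursicon conditioned medium at about half maximal strength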
SIRT5 block – blocks human SIRT5 desuccinylation of peptide | inhibition, % at 15 µM | Purified SirT5, succinyl-peptide AMC, trypsin-coupled fluorescence | Q9NXA8 | 1.1% of 330,000 active; in the data active = inhibition above about 15%; inconclusive = no clear call, values can overlap the other calls
Target sequence (Q9NXA8 whole entry, looked up): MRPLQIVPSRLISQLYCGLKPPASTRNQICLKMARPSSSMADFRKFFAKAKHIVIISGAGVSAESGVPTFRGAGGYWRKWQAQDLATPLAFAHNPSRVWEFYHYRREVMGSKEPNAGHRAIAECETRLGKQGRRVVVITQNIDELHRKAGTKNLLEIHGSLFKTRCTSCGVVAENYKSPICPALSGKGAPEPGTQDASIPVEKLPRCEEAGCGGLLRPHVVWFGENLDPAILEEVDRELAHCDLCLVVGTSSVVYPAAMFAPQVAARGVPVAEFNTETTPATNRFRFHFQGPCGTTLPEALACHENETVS
* hit, by the source's call; ? = inconclusive; . = not tested or not shown; & = joins results of further samples.

SMILES	PAX8 reporter	Casp6 inh	DENV2 CPE rescue	EWS-Fli block	ARNT TACC3 PPI	LGR2 inh	SIRT5 block
Nc1ccn([C@@H]2O[C@H](C(=O)N[C@H](Cc3ccccc3)C(=O)NCc3cccc4c3OCO4)[C@@H](O)[C@H]2O)c(=O)n1	-14	-4	2	-13	.	9	0
Cc1cc(C)c2oc(=O)cc(CN3CCC(C)CC3)c2c1	2	2	2	12	-20	-10	12
CCOC(=O)C1CCN(C(=O)C2(NC(=O)NC3CCCCC3)CCCCC2)CC1	0	-2	7	7	4	-7	3
O=C(OCc1cn([C@@H]2CN(C(=O)c3cccs3)[C@@H](c3ccccc3)C[C@H]2O)nn1)c1ccccc1	13	4	-2	-14	.	-5	-2
Cc1ccc(C(=O)NCC(=O)OCC(=O)Nc2ccccc2[N+](=O)[O-])cc1	19	-1	2	-18	3	3	-3
COc1ccc2[nH]cc(CCNC(=O)CS(=O)(=O)Cc3ccccc3)c2c1	15	2	-2	.	9	22	-4
O=C(O)c1cccc(NC(=O)c2ccc(N3C(=O)c4ccc(C(=O)Nc5cccc(C(=O)O)c5)cc4C3=O)cc2)c1	-3	1	-1	10	.	35	2
C[C@H]1CN([C@@H](C)CO)C(=O)c2cc(C#CCN(C)C)cnc2O[C@H]1CN(C)Cc1ccc(C(=O)O)cc1	-7	-2	0	-6	-10	12	0
[S-]c1nnc(-c2ccc(Br)cc2)n1-c1ccccc1.[Zn+2]	16	35	-5	-8	-25	.	-3
O=C(C[C@@H]1CC[C@@H](NC(=O)c2ccccc2)[C@H](CO)O1)NCc1ccncn1	-9	5	-2	-4	-12	0	-1
C=CCn1c(-c2csc3c2CCC(C)C3)n[nH]c1=S (stereo unspecified)	1	-1	-3	10	-6	-1	1
Cc1noc(C)c1NC(=O)N[C@H]1C=C[C@H](CC(=O)NCCCN(C)C)O[C@@H]1CO	.	-3	1	.	-3	2	7
CC(=O)Nc1ccc(Nc2ccccc2)cc1	2	-4	?	-30	-4	-7	-3
O=C(OCC(=O)N1N=C(c2ccc(Cl)cc2)CC1c1ccco1)c1cccnc1 (stereo unspecified)	-9	11	7	-5	.	.	-10
CC(C)NC(=O)NCC[C@@H]1CC[C@@H](NC(=O)c2ccc(F)cc2)[C@@H](CO)O1	-7	-163	3	-7	-12	3	-5
COc1ccc(NC(=O)N2C[C@H](O)COC[C@@H]3O[C@@H](CC(=O)NCc4ccncn4)CC[C@H]32)cc1	5	-2	1	-6	-2	1	-7
CCN(C[C@H]1N[C@H](CO)[C@@H]1c1ccc(-c2cccc(F)c2)cc1)C(=O)COC	-7	1	-3	4	-5	6	2
CO[C@@H](CN(C)S(=O)(=O)c1ccc(Cl)cc1)[C@@H](C)CN(Cc1ccccc1Cl)[C@H](C)CO	.	-1	3	-3	-6	9	-3
CCCNC(=O)c1noc2c1CCc1cc(OC)ccc1-2	-147	2	1	-68	-4	-100	-1
Cc1ccc(C2CC(c3ccc(NS(C)(=O)=O)cc3)=NN2C(=O)c2ccco2)cc1 (stereo unspecified)	12	.	.	.	6	10	.
C[C@@H]1CN([C@H](C)CO)C(=O)c2cc(C#CCC3CCCC3)cnc2O[C@H]1CN(C)C(=O)CN(C)C	-14	.	5	22	.	-5	-7
Cc1ccc([N+](=O)[O-])cc1NC(=O)c1cccs1	4	1	-1	-3	-11	-13	10
COc1cc(CNC(C)(C)CO)cc(Br)c1OCc1ccccc1	-4	-6	3	2	2	.	-4
COc1ccc(CC(=O)NCCCSc2ccccc2)cc1OC	9	-3	3	.	-6	-18	0
COc1ccccc1N(CC(=O)N1CCCCC1C)S(=O)(=O)c1ccc(Cl)cc1 (stereo unspecified)	15	4	3	-12	.	8	0
COc1cccc2c3cccc(OC)c3c3[nH]cnc3c12	15	-15	18	-12	0	.	-1
COc1ccccc1NC(=O)N1C[C@H]2[C@@H](c3ccccc31)[C@H](CO)N2C(C)=O	0	-1	20*	1	-3	-7	10
CO[C@@H]1CN(C)C(=O)c2ccc(NC(=O)C3CC3)cc2OC[C@@H](C)N(C(=O)c2cnccn2)C[C@H]1C	.	0	0	0	0	-2	-3
Cc1ccc(CN(C)C(=O)CCNC(=O)c2ccc(Cl)cc2)o1	2	0	20	-5	.	-3	.
CCC(=O)c1ccc(OCC(=O)N(CC)CC2COc3ccccc3O2)cc1 (stereo unspecified)	17	12	-5	3	0	-2	1
CCN(CC)S(=O)(=O)c1ccc(C(=O)N2CCN=C2SC)cc1	6	-1	15	-3	.	3	.
OCCN(CCCn1c(-c2ccncc2)nc2ccccc21)c1nc(CN2CCCCC2)cs1	-19	-12	-6	-5	.	-11	1
O=C(CSc1ccsc1[N+](=O)[O-])N1CCCCC1	10	2	9	-3	0	26	-2
O=C(O)c1ccc(-c2noc(-c3cccc(Cl)c3)n2)cc1	-185	-1	4	-64	-11	2	3
CCCn1c(C)cc(-c2csc(NC(=O)CCc3nc4ccccc4c(=O)[nH]3)n2)c1C	1	4	?	23	2	5	2
CCCC#Cc1ccc2c(c1)O[C@H](CN(C)Cc1ccccn1)[C@H](C)CN([C@H](C)CO)S2(=O)=O	.	-2	2	8	-6	27	1
C[C@@H]1CCCCO[C@H](CN(C)C(=O)CCCN(C)C)[C@H](C)CN([C@@H](C)CO)C(=O)c2cc(NC(=O)c3ccccc3)ccc2O1	-1	1	10	1	-1	-3	-2
COc1ccc(-c2nc(CSCC(=O)N3CCN(c4cccc(C)c4)C(C)C3)c(C)o2)cc1OC (stereo unspecified)	11	-2	-3	12	15	-12	1
CCOC(=O)C1=C(COc2ccccc2)NC(=O)NC1c1ccc(Br)cc1 (stereo unspecified)	-2	0	?	10	2	-5	.
CCN1CCN(c2cc(C)c3cc(NC(=S)N4CCOCC4)ccc3n2)CC1	7	-33	10	-25	21	-4	-6
O=C(C[C@@H]1C[C@H]2c3cc(NS(=O)(=O)c4ccc(F)cc4)ccc3O[C@H]2[C@@H](CO)O1)NCCN1CCCCC1	-3	2	-1	-7	4	6	4
COCCN(C[C@H]1[C@@H](c2ccccc2)[C@H](CO)N1C(C)=O)C(=O)c1ccncc1	-2	0	-5	0	1	-19	-3
Cc1ccccc1CNC(=O)CN(c1ccccc1Cl)S(C)(=O)=O	36	1	?	2	-6	10	0
COc1ccccc1C#Cc1ccc([C@@H]2[C@H](C#N)N(C(=O)C3CCCC3)[C@H]2CO)cc1	40	3	-4	2	.	7	6
CCOc1cc(C#N)c(NC(=O)c2ccnn2C)cc1OCC	-18	-3	4	-4	1	4	-2
CC(C)[C@H](NC(=O)c1ccccc1)C(=O)N1CCC[C@H]1C(=O)NCc1ccccc1	-17	-1	2	10	.	-16	0
O=C(O)[C@H](Cc1ccccc1)NC(=O)N1CCN(c2cccc(C(F)(F)F)c2)CC1	-6	1	4	8	-2	14	1
O=C(NC1CCOCC1)C1CCC(=O)N(Cc2ccc(Cl)cc2)C1 (stereo unspecified)	-9	-2	-1	2	-2	22	-3
COc1ccc(CCN2CC(C(=O)N(C)CCc3cn[nH]c3)CCC2=O)cc1 (stereo unspecified)	4	0	2	-2	0	0	-4
Cc1ccc(C(=O)N2CCN(c3ccc([N+](=O)[O-])c(NCc4cccnc4)c3)CC2)cc1	36	5	12	16	8	18	-4
CCNC(=S)N(Cc1c(C)noc1C)c1ccccc1	-8	.	.	.	27	-1	.
CCC(C)Sc1nnc(Cc2cc(=O)[nH]c(=O)[nH]2)n1-c1ccc(F)cc1 (stereo unspecified)	-4	-1	9	-1	-6	4	.
COc1ccc(-c2nc3c(c4nnc(SC(C)C(=O)Nc5ccc(C)cc5)n24)COC(C)(C)C3)cc1 (stereo unspecified)	4	4	.	.	-6	3	.
COn1c(-c2ccc(Cl)cc2)nc2ncccc21	-101	5	?	-91	-10	-44	-7
COc1ccc(OCC(=O)O/N=C(\N)c2ccc(OC)cc2)cc1	9	-2	-3	42	1	10	3
Cc1c(NC(=O)c2ccc(S(=O)(=O)N3CCOCC3)cc2)cccc1[N+](=O)[O-]	10	-48	-5	4	-3	-5	-2
C[C@H](CO)N1C[C@H](C)[C@H](CN(C)C(=O)C2CCOCC2)Oc2ncc(-c3ccncc3)cc2C1=O	.	-3	7	-5	-8	-4	-1
O=C(CCS(=O)(=O)c1ccc(F)cc1)Nc1nccs1	39	-2	-10	-2	.	15	-2
COc1cccc(-n2nnc3c(=O)n(Cc4cccc(C)c4)cnc32)c1	2	3	3	2	0	-8	-1
O=C(C[C@H]1C=C[C@H](NS(=O)(=O)c2cccc(F)c2)[C@H](CO)O1)NCc1ccc2c(c1)OCO2	-2	0	-2	-16	-15	20	3
Remaining list, next part:
SMILES	PAX8 reporter	Casp6 inh	DENV2 CPE rescue	EWS-Fli block	ARNT TACC3 PPI	LGR2 inh	SIRT5 block
COc1cccc(NC(=O)c2cnc(SCC(=O)NCc3ccc4c(c3)OCO4)n(C)c2=O)c1	-20	1	-2	-7	25	26	-12
CNC(=S)N/N=C/c1ccc(-c2ccc(Cl)c([N+](=O)[O-])c2)o1	36	-1	2	14	.	-10	0
C[C@H]1CN([C@@H](C)CO)C(=O)Cc2cc(NC(=O)Nc3ccc4c(c3)OCO4)ccc2O[C@H]1CN(C)Cc1ccc(C(=O)Nc2ccccc2N)cc1	37	3	17	-2	.	-10	.
O=C(COc1ccccc1Cl)Nc1ccc(C(=O)c2ccc(C(=O)O)cc2)cc1	-20	9	2	-5	5	-5	-1
OCC1(CCOc2ccccc2)CCN(Cc2cc(Cl)ccc2O)CC1	15	2	0	14	12	-15	-5
O=C(CNC(=O)c1ccc(Br)cc1)NCC(=O)OCC(=O)c1ccc([N+](=O)[O-])cc1	57	-3	16	9	-5	-4	-3
CCCNC(=O)C1(C)CCCN(C(=O)c2cc(F)cc(F)c2)C1 (stereo unspecified)	-10	-3	-3	-4	.	-1	.
O=C(Nc1ccc(F)cc1)C(c1ccccc1)N1CCN(CC(=O)N2CCCC2)CC1 (stereo unspecified)	-25	-4	11	-11	0	-2	-3
Cn1c(Cn2nnc3ccccc32)nnc1SCC(=O)c1ccc(F)cc1	.	1	-1	5	5	-13	-15
CSCC[C@H](NC(=O)OC(C)(C)C)C(=O)N/N=C/c1cccc2nccnc12	0	-4	-1	4	12	14	-2
C[C@H](CO)N1C[C@H](C)[C@@H](CN(C)S(=O)(=O)c2ccc(F)cc2)Oc2ccc(NC(=O)CCCN(C)C)cc2C1=O	-15	-1	2	-1	-3	6	-1
Cc1ccc(S(=O)(=O)N(CC(=O)Nc2ccc(Cl)c([N+](=O)[O-])c2)C2CCCCC2)cc1	52	.	.	.	-10	22	.

Pulled by structure from above, four records:
SMILES	PAX8 reporter	Casp6 inh	DENV2 CPE rescue	EWS-Fli block	ARNT TACC3 PPI	LGR2 inh	SIRT5 block
C=CCn1c(-c2csc3c2CCC(C)C3)n[nH]c1=S (stereo unspecified)	1	-1	-3	10	-6	-1	1
COCCN(C[C@H]1[C@@H](c2ccccc2)[C@H](CO)N1C(C)=O)C(=O)c1ccncc1	-2	0	-5	0	1	-19	-3
COc1ccc2[nH]cc(CCNC(=O)CS(=O)(=O)Cc3ccccc3)c2c1	15	2	-2	.	9	22	-4
CCCC#Cc1ccc2c(c1)O[C@H](CN(C)Cc1ccccn1)[C@H](C)CN([C@H](C)CO)S2(=O)=O	.	-2	2	8	-6	27	1

Remaining list, next part:
SMILES	PAX8 reporter	Casp6 inh	DENV2 CPE rescue	EWS-Fli block	ARNT TACC3 PPI	LGR2 inh	SIRT5 block
Cn1cnc(S(=O)(=O)N2[C@@H]3CNC[C@H]2C3c2ccc(-c3cccnc3)cc2)c1 (stereo partly specified)	-4	-1&-29	1&-1	0	.	11&20	-2&-3
CCCC(=O)Nc1cc(Cl)ccc1N1CCN(C(=O)CC)CC1	.	-2	-3	-1	-11	-4	-3
CC(=O)Nc1ccc(NC(=O)c2csc([C@@H]3C[C@H](O)[C@@H](CO)O3)n2)cc1	-1	2	-8	6	.	8	1
CNC(=O)C[C@H]1CC[C@H]2[C@H](COc3ccc(NC(=O)Nc4c(C)noc4C)cc3C(=O)N2C)O1	-13	.	2	-4	3	-4	.
CC(C)(O)C#Cc1ccc([C@H]2[C@@H](CO)N3CCCCN(C(=O)c4ccncc4)C[C@H]23)cc1	-15	1	0	-15	-5	-17	2
C#CC(C)(C)NC(=O)CSc1nc2c(c(=O)n(C)c(=O)n2C)n1CCCC	1	-2	-4	0	-6	-10	.
